Compound activity from PubChem.
RAM inhibit: inhibitors of the yeast RAM network, primary screen, dse1pr::URA3 reporter, 5-FOA selection; AID 868, 2007; inhibition, % at 50 µM; 190,000 compounds, 1.8% hits; S. cerevisiae dse1pr::URA3 reporter, 5-FOA growth OD615, 2 d; analog-sensitive cbk1-as2 kinase mutant strain;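 active = inhibition above a set limit, 3 SD over mean compound inhibition, cut at about 8.4% in these data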;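 also: 0% = DMSO-only wells with no growth and 100% = 10 µM 1-NA-PP1 full growth; inhibition rescues growth on 5-FOA so higher OD means more RAM inhibition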
L major viab: Leishmania major promastigote growth inhibition, primary screen | Leishmania major promastigotes, resazurin fluorescence viability | inhibition, % at 10 µM | AID 1063, 2008 | 200,000 compounds, 9% hits; in the data active = inhibition above about 50%;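 also: promastigotes grown with compound for 44 hours at 28 °C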
DTT redox prof: compounds producing H2O2 with reducing agent – biochemical, NIH compound library profiling, artefact control for MLSCN library redox annotation, primary screen; DTT-dependent redox cycling H2O2, phenol red/HRP absorbance; 100% = 100 µM peroxide control, 0% = buffer; AID 878, 2007; activation, % at 10 µM; 200,000 compounds, 0.03% hits;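 active = activation of at least 50% relative to the plate's high and low controls in the primary single-dose screen; inactive = activation below 50%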;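 also: compound incubated with DTT at 0.8 mM final as the reducing agent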
PPARg SRC-2 ag: agonists of PPARg-SRC-2 recruitment, primary screen, biochemical, HTS; Peroxisome proliferator-activated receptor gamma (Homo sapiens), P37231; PPARgamma LBD-SRC-2 recruitment; activation, % at 8 µM; 200,000 compounds, 0.34% hits; AID 1032, 2008; in the data active = activation above about 22%;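 also: 0% = vehicle and 100% = reference agonist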
Target sequence (P37231 whole entry, looked up, the tested form may be a part): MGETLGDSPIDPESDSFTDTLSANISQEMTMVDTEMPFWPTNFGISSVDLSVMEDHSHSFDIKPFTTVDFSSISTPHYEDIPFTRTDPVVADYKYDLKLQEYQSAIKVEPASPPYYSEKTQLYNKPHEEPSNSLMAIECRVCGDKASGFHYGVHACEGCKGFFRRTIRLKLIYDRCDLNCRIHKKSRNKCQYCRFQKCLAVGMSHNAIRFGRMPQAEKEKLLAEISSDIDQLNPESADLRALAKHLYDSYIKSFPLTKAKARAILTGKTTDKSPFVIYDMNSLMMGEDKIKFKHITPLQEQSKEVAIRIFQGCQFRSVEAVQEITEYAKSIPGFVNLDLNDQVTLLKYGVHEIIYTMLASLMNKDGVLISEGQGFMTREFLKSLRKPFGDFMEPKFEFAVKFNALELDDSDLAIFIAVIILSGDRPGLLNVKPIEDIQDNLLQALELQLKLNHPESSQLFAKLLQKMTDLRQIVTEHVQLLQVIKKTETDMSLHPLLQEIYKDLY
SRC2 TRFRET art: TR-FRET signal artefacts, primary screen, artefact control for PPARgamma SRC-2 agonist project, biochemical; TR-FRET artefact counter-screen; stronger effect = higher value; TR-FRET ratio at 8 µM; 200,000 compounds, 0.4% hits; AID 1049, 2008; in the data active = TR-FRET ratio above about 2000; also: inactives centre near 1500
S1P3 antag: S1P3 receptor antagonists, primary screen, cell-based | inhibition, % at 4.98 µM | CHO S1P3 NFAT-BLA reporter, FRET fluorescence, antagonist mode | Sphingosine 1-phosphate receptor 3 (Homo sapiens), Q99500 | 170,000 compounds, 0.27% hits;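 active = inhibition above the plate cutoff, the mean inhibition of test wells on that plate plus 3 SD, cut at about 28% in these data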;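 also: cells challenged with S1P at its EC80 of 0.8 µM; blue over green emission ratio from cleaved BLA substrate after 4 h stimulation; 0% = S1P-stimulated wells and 100% = unstimulated DMSO-only wells; some compounds past the cut are filed as inactive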
PPARg SRC-1 ag: PPARgamma agonists recruiting SRC-1 coactivator, primary screen, biochemical; PPARgamma-SRC-1 coactivator recruitment biochemical assay; activation, % at 8 µM; 200,000 compounds, 0.41% hits; in the data active = activation above about 19%;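 also: 0% = DMSO and 100% = reference agonist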
HMGR II inh: inhibitors of E. faecalis class II HMGR, primary screen, biochemical, Enterococcus faecalis; purified E. faecalis HMGR, NADPH absorbance 340 nm kinetic; inhibition, % at 10 µM; 190,000 compounds, 0.41% hits; AID 1066, 2008;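 active = inhibition above a set limit, the median over all tested compounds plus 3 SD, cut at about 9.5% in these data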;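 also: enzyme runs in reverse so mevalonate oxidation gives rising NADPH absorbance; 0% = complete reaction with DMSO and 100% = background rate lacking mevalonate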
ROMK primary: ROMK potassium channel modulators, primary screen, cell-based, thallium flux, MLSMR library; B-score at 10 µM; 130,000 compounds, 2% hits; ATP-sensitive inward rectifier potassium channel 1 (Homo sapiens), P48048; AID 1918, 2009; Tet-inducible ROMK, thallium flux fluorescence; actives lie on both sides;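 active = signal ratio slope over the read window, or its plate-corrected B-score, at least 3 SD from the plate mean, either direction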;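 also: B-score of the F/F0 ratio slope over 7 to 12 s after thallium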
Target sequence (P48048 whole entry, looked up): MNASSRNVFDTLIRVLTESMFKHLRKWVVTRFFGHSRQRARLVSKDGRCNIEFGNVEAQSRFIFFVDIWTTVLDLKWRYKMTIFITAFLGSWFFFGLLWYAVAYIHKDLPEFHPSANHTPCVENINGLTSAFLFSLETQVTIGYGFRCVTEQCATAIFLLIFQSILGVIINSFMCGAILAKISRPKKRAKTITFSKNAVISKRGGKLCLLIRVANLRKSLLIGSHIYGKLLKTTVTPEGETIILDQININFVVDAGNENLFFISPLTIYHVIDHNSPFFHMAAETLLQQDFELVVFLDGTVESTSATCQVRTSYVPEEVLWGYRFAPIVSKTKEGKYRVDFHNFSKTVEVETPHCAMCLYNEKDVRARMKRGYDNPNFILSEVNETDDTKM
bIAP inh: bovine intestinal alkaline phosphatase inhibitors, primary screen, selectivity assay for TNAP inhibitor project, biochemical, bovine IAP, CDP-star luminescence; alkaline phosphatase, intestinal [Bos taurus]; purified bovine IAP, 30 min; inhibition, % at 20 µM; 190,000 tested, under 10 active; AID 1019, 2008;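 active = over 50% inhibition of intestinal alkaline phosphatase at 20 µM in the single-dose screen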
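Assay system: bovine IAP enzyme; medium: DEA buffer 100 mM, pH 9.8, with MgCl2 1.0 mM, ZnCl2 0.02 mM; doses: 20 µM single dose; incubation: enzyme reaction for 30 min at room temperature; detection: CDP-star luminescence signal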
PPARg SRC3 recr: PPARgamma agonists recruiting SRC-3 coactivator, primary screen, biochemical. Peroxisome proliferator-activated receptor gamma (Homo sapiens), P37231. biochemical PPARgamma/SRC-3 coactivator recruitment assay. activation, % at 8 µM. 200,000 compounds, 0.26% hits. AID 731, 2007; in the data active = activation above about 23%;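 also: 0% = DMSO and 100% = reference agonist; some compounds past the cut are filed as inactive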
Active calls of the source: *. Hits appear at their usual frequency. Share with any hit: about 13%.

`COc1ccc(NC(=O)CSc2ccc(F)cc2)cc1S(=O)(=O)N1CCCCC1` gave RAM inhibit 4.8, L major viab 18, DTT redox prof -0.7, PPARg SRC-2 ag 19, SRC2 TRFRET art 1665, S1P3 antag -1, PPARg SRC-1 ag 7, HMGR II inh -5, ROMK primary -1.9, bIAP inh -8 and PPARg SRC3 recr 5.
For COc1ccc(-c2csc(NC(=O)C3CC(=O)N(Cc4ccco4)C3)n2)cc1 (stereo not drawn) the results were RAM inhibit 0.5, L major viab -7, DTT redox prof 0.2, PPARg SRC-2 ag -7, SRC2 TRFRET art 1643, S1P3 antag 7, PPARg SRC-1 ag -5, HMGR II inh -4, ROMK primary 0.81, bIAP inh -9 and PPARg SRC3 recr -3.
`COc1ccc(C(NC(=O)c2ccco2)c2ccc(OC)c(OC)c2)cc1OC` gave RAM inhibit 0.3, L major viab -9, DTT redox prof 1.6, PPARg SRC-2 ag 0, SRC2 TRFRET art 1728, S1P3 antag -31, PPARg SRC-1 ag 5, HMGR II inh -4, bIAP inh 8 and PPARg SRC3 recr 5.
Cc1ccc(C(=O)Nc2c(-c3cccs3)c(=O)c3ccccc3n2C)cc1 was read as RAM inhibit 6.9, L major viab -5, DTT redox prof 0.2, PPARg SRC-2 ag 6, SRC2 TRFRET art 1709, PPARg SRC-1 ag 5, HMGR II inh -1, ROMK primary 1, bIAP inh 7 and PPARg SRC3 recr 8.
For O=C(CSc1nnc2ccccn12)NCCc1ccc(Cl)cc1 the results were RAM inhibit 1.6, L major viab -2, DTT redox prof 0.0, PPARg SRC-2 ag -6, SRC2 TRFRET art 1455, S1P3 antag -10, PPARg SRC-1 ag 5, HMGR II inh -7, ROMK primary -2.1, bIAP inh -3 and PPARg SRC3 recr 1.
COC(=O)c1ccc(C2C3=C(Nc4nnnn42)c2ccccc2OC3)cc1 (stereo not drawn) was read as RAM inhibit 2.7, L major viab 30, DTT redox prof -1.5, PPARg SRC-2 ag -3, SRC2 TRFRET art 1453, S1P3 antag 12, PPARg SRC-1 ag -6, HMGR II inh -6, ROMK primary -0.018, bIAP inh 2 and PPARg SRC3 recr 3.
Screening C/C(N)=C(/C#N)C(=O)COC(=O)CNS(=O)(=O)c1ccc(F)c(F)c1F returned RAM inhibit -0.2, L major viab 4, DTT redox prof 0.6, PPARg SRC-2 ag -5, SRC2 TRFRET art 1337, S1P3 antag -10, PPARg SRC-1 ag 6, HMGR II inh -10, ROMK primary 0.94, bIAP inh -37 and PPARg SRC3 recr 1.
CC1(C)OC(C)(C)/C(=C/Nc2ccc(O)cc2)C1=O was read as RAM inhibit 1.0, L major viab -1, DTT redox prof 0.0, PPARg SRC-2 ag 5, SRC2 TRFRET art 1375, S1P3 antag 5, PPARg SRC-1 ag -3, HMGR II inh -7, ROMK primary 0.37, bIAP inh 10 and PPARg SRC3 recr -1.
CCCn1c(SCC(=O)NC2CCCCC2)nnc1-c1ccncc1 was read as RAM inhibit 1.2, L major viab -6, DTT redox prof -0.2, PPARg SRC-2 ag 9, SRC2 TRFRET art 1689, S1P3 antag -43, PPARg SRC-1 ag -1, HMGR II inh 5, ROMK primary -0.012, bIAP inh -7 and PPARg SRC3 recr 1.
For CC(C)CC(=O)NCCc1ccncc1 the results were RAM inhibit 3.9, L major viab -4, DTT redox prof -0.2, PPARg SRC-2 ag 2, SRC2 TRFRET art 1756, PPARg SRC-1 ag 2, HMGR II inh 1, ROMK primary 2.4, bIAP inh 6 and PPARg SRC3 recr 4.
Screening Cc1ccc(Nc2nnc(SCC(=O)NC3CCCc4ccccc43)s2)cc1 (stereo not drawn) returned RAM inhibit 1.8, L major viab 6, DTT redox prof 0.7, PPARg SRC-2 ag 4, SRC2 TRFRET art 1530, S1P3 antag 7, PPARg SRC-1 ag 3, HMGR II inh -11, bIAP inh 7 and PPARg SRC3 recr 5.
`Cc1ccc(NC(=O)c2ccc(OC(=O)c3cc4ccccc4o3)cc2)cc1` gave RAM inhibit 3.3, L major viab -6, DTT redox prof 0.3, PPARg SRC-2 ag 10, SRC2 TRFRET art 1471, PPARg SRC-1 ag 9, HMGR II inh -1, ROMK primary -0.016, bIAP inh 20 and PPARg SRC3 recr 7.
For COc1ccc(/C=N/NC(=O)c2cccc(OC(F)(F)C(F)F)c2)c(OC)c1OC the results were RAM inhibit -0.8, L major viab 9, DTT redox prof -0.1, PPARg SRC-2 ag 0, SRC2 TRFRET art 1508, S1P3 antag -6, PPARg SRC-1 ag -2, HMGR II inh -5, ROMK primary -1.2, bIAP inh 3 and PPARg SRC3 recr 3.
Screening O=C(c1cccc(N2CCCC2=O)c1)N1CCOCC1 returned RAM inhibit 1.1, L major viab -6, DTT redox prof 3.4, PPARg SRC-2 ag 8, SRC2 TRFRET art 1400, PPARg SRC-1 ag 0, HMGR II inh -6, ROMK primary -1.1, bIAP inh 14 and PPARg SRC3 recr 1.
Screening O=C(C1=C[C@@H](c2csc3ccccc23)C[C@@H](OCc2ccc(CO)cc2)O1)N1CCOCC1 returned RAM inhibit -1.1, L major viab 15, DTT redox prof -2.2, PPARg SRC-2 ag 1, SRC2 TRFRET art 1434, S1P3 antag -19, PPARg SRC-1 ag 10, HMGR II inh 4, bIAP inh 0 and PPARg SRC3 recr -3.
For COc1ccc(-n2cc(CNC3CCC(O)CC3)c(-c3cccc(F)c3)n2)cc1 (stereo not drawn) the results were RAM inhibit -0.4, L major viab 84*, DTT redox prof -1.7, PPARg SRC-2 ag 4, SRC2 TRFRET art 1357, S1P3 antag -3, PPARg SRC-1 ag -1, HMGR II inh -5, ROMK primary -0.45, bIAP inh 0 and PPARg SRC3 recr -5.
Cc1ccc(S(=O)(=O)Nc2cc(=O)[nH]c(SCC(=O)Nc3ccccc3Cl)n2)cc1 was read as RAM inhibit 1.6, L major viab 1, DTT redox prof 3.1, PPARg SRC-2 ag -3, SRC2 TRFRET art 1478, S1P3 antag -10, PPARg SRC-1 ag 2, HMGR II inh 0, ROMK primary 0.31, bIAP inh -1 and PPARg SRC3 recr -6.
For CC1=C(C(=O)Nc2ccccc2C(F)(F)F)C(c2sccc2C)NC(=S)N1 (stereo not drawn) the results were RAM inhibit 0.4, L major viab 2, DTT redox prof -2.3, PPARg SRC-2 ag 5, SRC2 TRFRET art 1760, S1P3 antag -16, PPARg SRC-1 ag -1, HMGR II inh -2, ROMK primary 0.26, bIAP inh 9 and PPARg SRC3 recr 1.
O=C(NCc1ccc2c(c1)OCO2)C(C(=O)c1ccccc1)n1cc(Cl)ccc1=O (stereo not drawn) was read as RAM inhibit 1.5, L major viab -6, DTT redox prof -0.4, PPARg SRC-2 ag 7, SRC2 TRFRET art 1751, S1P3 antag -17, PPARg SRC-1 ag 8, HMGR II inh -5, ROMK primary 0.66, bIAP inh 0 and PPARg SRC3 recr 9.
C=C(C)CN(CC)C(=O)CCc1nnc(CCCc2ccccc2)o1 was read as RAM inhibit 3.4, L major viab -9, DTT redox prof 8.4, PPARg SRC-2 ag 5, SRC2 TRFRET art 1710, S1P3 antag -15, PPARg SRC-1 ag 6, HMGR II inh 2, ROMK primary -0.39, bIAP inh -22 and PPARg SRC3 recr 5.
For O=C(Nc1ccccc1)N1CCCC(c2nc(-c3cccs3)no2)C1 (stereo not drawn) the results were RAM inhibit -0.7, L major viab 0, DTT redox prof 0.0, PPARg SRC-2 ag 4, SRC2 TRFRET art 1805, S1P3 antag 20, PPARg SRC-1 ag 4, HMGR II inh -4, ROMK primary -0.89, bIAP inh 7 and PPARg SRC3 recr 2.
For O=C(Nc1ccc2c(c1)OCO2)c1noc2c1CCCCC2 the results were RAM inhibit -0.3, L major viab -6, DTT redox prof -1.3, PPARg SRC-2 ag -1, SRC2 TRFRET art 1567, S1P3 antag -19, PPARg SRC-1 ag 5, HMGR II inh -18, ROMK primary 0.2, bIAP inh 23 and PPARg SRC3 recr 0.
`CCOC(=O)C(C)n1cnc2sc3c(c2c1=O)CCC3` (stereo not drawn) gave RAM inhibit -0.1, L major viab -7, DTT redox prof -3.8, PPARg SRC-2 ag 5, SRC2 TRFRET art 1448, S1P3 antag -31, PPARg SRC-1 ag 5, HMGR II inh -1, bIAP inh -12 and PPARg SRC3 recr 2.
Screening Cc1ccc(C(=O)N/N=C/c2ccc(S(=O)(=O)O)o2)c(Cl)c1 returned RAM inhibit 1.9, L major viab -9, DTT redox prof -3.8, PPARg SRC-2 ag -2, SRC2 TRFRET art 1761, PPARg SRC-1 ag 1, HMGR II inh -5, bIAP inh -4 and PPARg SRC3 recr -3.
For CCOC(=O)Cn1c(=NC(=O)c2sc3ccccc3c2Cl)sc2cc(S(N)(=O)=O)ccc21 the results were RAM inhibit 5.8, L major viab -8, DTT redox prof 0.1, PPARg SRC-2 ag 5, SRC2 TRFRET art 1690, S1P3 antag -16, PPARg SRC-1 ag 10, HMGR II inh -7, ROMK primary -0.026, bIAP inh 12 and PPARg SRC3 recr active.
CC(C)(C)OC(=O)N[C@@H](CC(=O)OCc1ccccc1)C(=O)O was read as RAM inhibit 0.4, L major viab -10, DTT redox prof -1.4, PPARg SRC-2 ag 0, SRC2 TRFRET art 1491, S1P3 antag -2, PPARg SRC-1 ag 2, HMGR II inh -2, ROMK primary 0.87, bIAP inh 8 and PPARg SRC3 recr 1.
For CC(=O)N(CCC(c1ccccc1)c1ccco1)Cc1cccs1 (stereo not drawn) the results were RAM inhibit 28*, L major viab 2, DTT redox prof -4.8, PPARg SRC-2 ag -1, SRC2 TRFRET art 1658, PPARg SRC-1 ag 6, bIAP inh -8 and PPARg SRC3 recr 1.
For CCNc1nc(SCCOc2ccccc2)nc(N(C)C)n1 the results were RAM inhibit 0.9, L major viab -1, DTT redox prof -1.8, PPARg SRC-2 ag 0, SRC2 TRFRET art 1450, S1P3 antag 13, PPARg SRC-1 ag 12, HMGR II inh -2, bIAP inh 12 and PPARg SRC3 recr 3.
For COc1ccc(CNc2cc(C)ccc2C)c(OC)c1OC the results were RAM inhibit 1.3, L major viab -3, DTT redox prof 14, PPARg SRC-2 ag 5, SRC2 TRFRET art 1618, S1P3 antag -3, PPARg SRC-1 ag 10, HMGR II inh -3, ROMK primary -0.0072, bIAP inh -1 and PPARg SRC3 recr 0.
